JMJD2A Tudor: qHTS Assay for Inhibitors of JMJD2A-Tudor Domain; Lysine-specific demethylase 4A (Homo sapiens), O75164; AlphaScreen JMJD2A-Tudor / H3K4me3 peptide binding; Potency, µM (titrated, usually from 114 µM), for inactives: at the highest dose activity change, negative = inhibition, most hits filed as inhibitors; 4.4% of 390,000 active; AID 504339, 2011; note: potency is the fitted concentration of half-maximal effect; % is set by controls: 0 for no effect and ±100 for the full control effect; nearly all actives have a fitted effect of over 50% in size
POLH inh: qHTS for Inhibitors of Polymerase Eta; DNA polymerase eta (Homo sapiens), Q9Y253; Potency, µM (doses to about 114 µM), inactives show top-dose activity change, negative = inhibition, hits mostly inhibitors; recombinant Pol eta, fluorescent DNA replication assay; 1.2% of 390,000 active; note: potency is the fitted concentration of half-maximal effect; % is set by controls: 0 for no effect and ±100 for the full control effect
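Pol eta at 10 nM preincubated with compounds 15 min at room temperature; reaction started with fluorescent substrate (50 nM final) and read kinetically at 0 and 10 min.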
PI4K2A block: qHTS for small molecular inhibitors of PI4K2A; Phosphatidylinositol 4-kinase type 2-alpha (Homo sapiens), Q9BTU6; purified PI4K2A, ADP-Glo luminescence, 1 h; active compounds read low; activity change, negative = inhibition, % at 76.9 µM; 0.13% of 420,000 active; in the data active = activity change below about -50%; inconclusive = mostly about -30% to -49%;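 note: -100% = wells without enzyme as full effect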
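In this quantitative HTS, ADP production by PI4K2A was quantified luminescently after 1 h at ambient temperature; 100 microM adenosine served as plate-quality control.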
GLS inh: qHTS for Inhibitors of Glutaminase (GLS) | GLS enzymatic activity, qHTS titration | 0.21% of 410,000 active | Glutaminase kidney isoform, mitochondrial (Homo sapiens), O94925 | Potency, µM (highest dose often 45.5 µM), for the others: top-dose activity change, negative = inhibition, most hits filed as inhibitors; note: potency is the fitted concentration of half-maximal effect; % is set by controls: 0 for no effect and ±100 for the full control effect
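Glutamate formation by hKGA was monitored fluorometrically using coupled glutamate oxidase, HRP and Amplex Red. Substrate was added as 1 mM L-glutamine solution; incubation was 30 min at RT after an initial read.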
Pin1 inh: qHTS Assay to Find Inhibitors of Pin1. Peptidyl-prolyl cis-trans isomerase NIMA-interacting 1 (Homo sapiens), Q13526. Pin1 FP peptide displacement, HiFluor488, 10 min. Potency, µM (highest dose often 115 µM), without a hit: at the top dose activity, negative = inhibition, most hits filed as inhibitors. 0.009% of 390,000 active; active = well fitted inhibition curve with a large enough effect in the polarisation, with a control signal flat, not every such curve was filed as active; inconclusive = small, poorly fitted or top-dose-only effect, or effect the other way, or a change in a side signal; inactive = no such curve, though single readings can be large or run the other way; the % refers to the polarisation; note: potency is the fitted concentration of half-maximal effect; % is set by controls: 0 for no effect and ±100 for the full control effect
HP1b binding inh: HTS for Inhibitors of HP1-beta Chromodomain Interactions with Methylated Histone Tails | Potency, µM (titrated, usually from 114 µM), without a hit: at the highest dose activity change, negative = inhibition, hits mostly inhibitors | 0.56% of 390,000 active | AID 540317, 2011 | AlphaScreen HP1-beta / biotin-H3K9me3 peptide binding | Chromobox protein homolog 1 (Homo sapiens), P83916; note: potency is the fitted concentration of half-maximal effect; nearly all actives have a fitted effect of over 70% in size; inactives centre near 23
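Compound inhibition of the preformed complex between 50 nM HP1-beta and 50 nM biotinylated H3K9me3 peptide was read by AlphaScreen. Buffer was PBS pH 7.4 with 0.01% Tween-20. Incubations ran 30 min at room temperature, with 10 ug/mL donor/acceptor beads.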
G9a block: qHTS Assay for Inhibitors of Histone Lysine Methyltransferase G9a | G9a H3K9 monomethylation, AlphaScreen, 2 h | Potency, µM (top dose mostly 102 µM), without a hit: at the highest dose activity, negative = inhibition, hits mostly inhibitors | 8.8% of 350,000 active; note: potency is the fitted concentration of half-maximal effect; % is set by controls: 0 for no effect and ±100 for the full control effect; nearly all actives have a fitted effect of over 75% in size
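G9a (20 nM) preincubated 15 min RT with compounds, then 500 nM biotinylated H3K9 peptide and 20 uM SAM added; 2 h RT reaction. Monomethyl-H3K9 product detected by AlphaScreen with anti-H3K9me1 antibody, streptavidin donor and anti-rabbit IgG acceptor beads.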
Tb PGK inh: qHTS Assay to Find Inhibitors of Phosphoglycerate Kinase. Phosphoglycerate kinase, glycosomal (Trypanosoma brucei brucei), P07378. PGK/GAPDH coupled, Kinase-Glo luminescence, 60 min. Potency, µM (titrated, usually from 57.5 µM), for inactives: top-dose activity change, negative = inhibition, actives largely listed as inhibitors. 0.043% of 380,000 active. AID 602233, 2012; note: potency is the fitted concentration of half-maximal effect; % is set by controls: 0 for no effect and ±100 for the full control effect; nearly all actives have a fitted effect of over 60% in size
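Luminescent ATP detection (Kinase-Glo Plus) follows a 60-minute room-temperature incubation, with wells lacking PGK as controls. Buffer: 100 mM TEA (pH 7.6), 5 mM MgCl2, 0.01% Tween-20. Coupling enzyme GAPDH (100 nM final) supplies unstable 1,3-BPG in-well.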
BAZ2B inh: qHTS Assay for Inhibitors of BAZ2B. AlphaScreen BAZ2B-H3K14Ac peptide displacement. Potency, µM (top dose mostly 114 µM), for the others: at the highest dose activity change, negative = inhibition, most hits filed as inhibitors. 4.4% of 360,000 active; note: potency is the fitted concentration of half-maximal effect; % is set by controls: 0 for no effect and ±100 for the full control effect; nearly all actives have a fitted effect of over 60% in size
Target sequence (Q9UIF8 whole entry, looked up): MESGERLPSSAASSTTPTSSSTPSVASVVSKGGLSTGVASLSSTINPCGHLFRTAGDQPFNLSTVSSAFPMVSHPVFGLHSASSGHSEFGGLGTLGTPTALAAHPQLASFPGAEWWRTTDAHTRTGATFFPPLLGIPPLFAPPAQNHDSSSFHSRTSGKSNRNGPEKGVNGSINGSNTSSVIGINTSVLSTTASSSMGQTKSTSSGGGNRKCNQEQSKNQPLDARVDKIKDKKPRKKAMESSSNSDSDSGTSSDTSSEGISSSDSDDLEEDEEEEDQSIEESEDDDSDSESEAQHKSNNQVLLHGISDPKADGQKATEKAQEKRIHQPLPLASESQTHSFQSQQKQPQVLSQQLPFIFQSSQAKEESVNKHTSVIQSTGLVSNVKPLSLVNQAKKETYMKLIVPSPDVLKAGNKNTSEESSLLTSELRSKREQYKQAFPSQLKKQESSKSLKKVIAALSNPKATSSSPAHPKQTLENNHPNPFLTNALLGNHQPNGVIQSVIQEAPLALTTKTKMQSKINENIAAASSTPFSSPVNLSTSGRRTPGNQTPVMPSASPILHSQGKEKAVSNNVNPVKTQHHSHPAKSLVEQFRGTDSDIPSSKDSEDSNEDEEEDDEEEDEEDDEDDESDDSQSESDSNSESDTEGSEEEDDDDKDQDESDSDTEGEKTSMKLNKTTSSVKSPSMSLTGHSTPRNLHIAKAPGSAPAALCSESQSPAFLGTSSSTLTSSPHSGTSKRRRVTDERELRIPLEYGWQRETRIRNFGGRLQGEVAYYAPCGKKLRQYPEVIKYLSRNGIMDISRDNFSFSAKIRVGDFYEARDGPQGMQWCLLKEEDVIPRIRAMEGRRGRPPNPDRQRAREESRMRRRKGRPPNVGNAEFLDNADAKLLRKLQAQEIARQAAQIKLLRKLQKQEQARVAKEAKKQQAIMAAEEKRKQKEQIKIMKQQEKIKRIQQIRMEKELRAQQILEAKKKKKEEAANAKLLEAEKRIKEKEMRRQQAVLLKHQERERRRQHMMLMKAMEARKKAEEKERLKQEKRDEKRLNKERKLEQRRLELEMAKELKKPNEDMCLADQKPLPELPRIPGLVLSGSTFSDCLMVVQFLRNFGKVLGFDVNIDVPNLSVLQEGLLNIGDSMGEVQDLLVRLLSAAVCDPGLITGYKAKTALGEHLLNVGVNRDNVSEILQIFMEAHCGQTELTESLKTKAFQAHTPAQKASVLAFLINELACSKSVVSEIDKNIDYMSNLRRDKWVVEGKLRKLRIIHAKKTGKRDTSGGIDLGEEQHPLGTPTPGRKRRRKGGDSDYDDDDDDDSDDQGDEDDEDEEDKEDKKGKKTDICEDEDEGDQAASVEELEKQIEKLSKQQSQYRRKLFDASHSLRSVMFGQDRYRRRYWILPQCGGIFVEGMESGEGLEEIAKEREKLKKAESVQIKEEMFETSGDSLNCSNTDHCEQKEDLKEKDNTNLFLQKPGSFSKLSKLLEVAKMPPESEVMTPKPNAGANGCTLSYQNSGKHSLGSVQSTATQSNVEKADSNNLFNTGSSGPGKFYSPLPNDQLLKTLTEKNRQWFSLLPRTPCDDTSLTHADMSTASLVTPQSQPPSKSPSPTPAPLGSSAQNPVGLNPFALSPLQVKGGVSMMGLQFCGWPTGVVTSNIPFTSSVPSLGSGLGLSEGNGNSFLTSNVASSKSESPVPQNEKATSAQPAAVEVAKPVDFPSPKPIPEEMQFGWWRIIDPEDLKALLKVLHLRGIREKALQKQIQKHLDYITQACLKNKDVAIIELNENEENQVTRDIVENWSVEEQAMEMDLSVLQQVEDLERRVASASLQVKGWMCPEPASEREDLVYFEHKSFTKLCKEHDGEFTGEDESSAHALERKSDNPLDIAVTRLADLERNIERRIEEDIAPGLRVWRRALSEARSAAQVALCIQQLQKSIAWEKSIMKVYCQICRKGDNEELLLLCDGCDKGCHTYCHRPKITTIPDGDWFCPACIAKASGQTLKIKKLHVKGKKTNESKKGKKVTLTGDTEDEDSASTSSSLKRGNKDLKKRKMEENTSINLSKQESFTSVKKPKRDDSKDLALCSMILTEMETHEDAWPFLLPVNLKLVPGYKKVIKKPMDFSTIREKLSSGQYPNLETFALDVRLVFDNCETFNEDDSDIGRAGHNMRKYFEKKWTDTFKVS
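AlphaScreen displacement of biotin-H3(5-23)K14Ac peptide (50 nM final) from BAZ2B (50 nM final) in PBS pH 7.4, 0.01% Tween-20; complex preformed 30 min RT, then compounds (top 110 uM) 30 min RT, beads 20 min dark.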
The depositor's hits bear a star; i = inactive; ? = inconclusive; . = not tested or not shown; & = joins results of further samples; [ ] = another dose, or the depositor's remark. Unless noted, calls come from the whole dose curve; as a rule, active = well fitted curve in the direction sought with a large enough effect; inconclusive = small, poorly fitted or top-dose-only effect, or another doubt; inactive = no such curve, though single readings can be large; an effect the other way counts as inactive or inconclusive. A portion of the library. The share of hits here may be higher or lower than overall.

structure	JMJD2A Tudor	POLH inh	PI4K2A block	GLS inh	Pin1 inh	HP1b binding inh	G9a block	Tb PGK inh	BAZ2B inh
O=C(CCC(=O)c1cccs1)OCc1nc2ccccc2s1	-1%	-20%	1	-3%	-1%	76%[activator]	75%[activator]	-9%	60%[activator]
NC(=O)NCCCC(=O)O	-10%	5%	-5	4%	-3%	23%	0%[12.7 µM]	-3%	12%
COc1ccccc1N1CC(C(=O)Nc2nnc(SCC(=O)N3CCOCC3)s2)CC1=O (centres undefined)	-8%	-3%	1	8%	-12%	36%	?	3%	-12%
CN(CC(=O)Nc1ccccc1Br)C(=O)c1ccc(COc2ccccc2)cc1	-9%	-13%	2	-25%	-1%	20%	8%	-4%	-19%
CN(C(=O)CSc1nnnn1-c1ccccc1)C1CCS(=O)(=O)C1 (centres undefined)	-12%	-11%	0	0%	-6%	11%	-7%	6%	-3%
COc1ccc(CNc2ncnc3cc(OC)c(OC)cc23)cc1OC	-18%	-9%	-12	3%	4%	13%	45µM*	8%	-18%
O=C(CC1SC(N2CCCC2)=NC1=O)Nc1ccc(C(=O)N2CCCC(C(F)(F)F)C2)cc1 (centres undefined)	-17%	-6%	3	3%	-1%	7%	1%	-10%	-25%
NS(=O)(=O)c1ccc(CCNC(=O)c2ccc(C(=O)c3ccccc3)cc2)cc1	-10%	-9%	-7	-9%	-12%	-17%	-9%[59 µM]	-6%	0%
CCOc1ccc(NC(=O)c2cccc3c2C(=O)N(CCOC)C3)cc1	0%	6%	-9	-4%	-14%	10%	11%[12.7 µM]	i	6%
COc1ccc(NC(=O)CCN2C(=O)C3C4CCC(C4)C3C2=O)cc1 (centres undefined)	-5%	-19%	7	0%	-3%	26%	25%[59 µM]	-4%	24%
O=Cc1ccccc1OCc1nnsc1Cl	3%	2%	2	-3%	0%	40%[activator]	-17%	-1%	-9%
O=C(NC1(C(F)(F)F)C(=O)Nc2c1c(=O)[nH]c(=O)n2Cc1ccco1)C1CCCCC1 (centres undefined)	79µM*	-16%	-2	-4%	-13%	3%	79µM*	-1%	3%
COc1cc2cnc(-c3ccccc3)c(C(=O)c3ccc(F)cc3)c2cc1OC	?	-7%	-3	2%	?	13%	5%[0.501 µM]	-2%	?
O=C(c1n[nH]c2ccccc12)N1CCN(S(=O)(=O)c2ccc3ccccc3c2)CC1	-23%	-6%	-1	.	36%[activator]	4%	1%[2.33 µM]	i	-15%
CCN1CCC(O)(C#Cc2ccccc2)CC1	-8%	-7%	-1	-3%	-2%	59%[activator]	7%	-7%	-10%
O=C(Nc1ccc(Cl)c(Cl)c1)Nc1cc(C(=O)N2CCOCC2)ccc1N1CCCCC1	-1%	4%	2	1%	?	22%	.	-5%	.
CCC(CC)C(=O)Nc1nnc(SCC(=O)N2CCN(c3ccccc3OC)CC2)s1	-15%[57.1 µM]	-15%	3	8%	-5%	-17%	?	1%	-8%
Cc1ccccc1Nc1c(-c2cccnc2)nc2cccc(C)n12	-27%&-29%	-8%&-11%	5&-1	-8%&2%	6%&-2%	30%&0%	-28%	-5%&10%	?
CC(=O)c1ccc(NC(=O)Cn2cc(S(=O)(=O)Cc3ccccc3Cl)c3ccccc32)cc1	-23%	-4%	-3	-10%	34%[activator]	15%	-26%[59 µM]	-1%	-6%
CCCN(Cc1ccccc1)C(=S)Nc1ccc(SC(F)F)cc1	13%	-12%	1	-5%	-4%	52%[activator]	51%[59 µM]	-7%	-1%
CCOC(=O)c1c[nH]n(-c2ccccc2)c1=O	-8%	-7%	-5	21%	4%	31%	-36%	1%	-6%
COc1cccc(NC(=O)C/C(C)=N/NC(=O)C2CCCCC2)c1	-15%	-15%	2	0%	10%	22%	23%	-2%	-1%
COCCNC(=O)c1ccc(C)c(NC(=O)C2=C(C)OCCS2)c1	1%	-11%	5	-14%	8%	36%	28%	i	3%
COc1ccc(/C=C/C(=O)c2ccc(NC(=O)c3cccs3)cc2)cc1OC	-25%	-12%	-4	13%	30%[activator]	-1%	3%[59 µM]	-4%	-2%
CCCN(CCC)c1nc(N(CCC)CCC)[nH]c(=O)n1	4%	-26%	-4	-3%	-3%	43%[activator]	5%	i	14%
Cc1ccc(CC(=O)N(Cc2nc(-c3ccc(C)cc3)no2)C(C)C)cc1	18%	-15%	3	-2%	0%	57%[activator]	11%[59 µM]	-6%	32%
CCOC(=O)c1ccc2nc(C)cc(Nc3cccc(C(=O)O)c3)c2c1	4%	3%	-4	-3%	15%	33%	3%[59 µM]	i	2%&-2%
Cc1cccc2cc(COC(=O)C(C)(C)C)c(=O)[nH]c12	-11%[11.4 µM]	-9%	1	7%	2%	-2%	7%[12.7 µM]	-9%	6%
Cc1ccc(-n2nc3c(c2NC(=O)/C=C\c2ccc4c(c2)OCO4)CSC3)c(C)c1	-34%	-8%	-8	-7%	23%	16%	-7%	-3%	-12%
COC(=O)c1[nH]c2cc(OC)ccc2c1N	?	-9%	0	80%[activator]	0%	-6%	3.5µM*	-6%	-28%

Entries listed so far that bear a hit mark in JMJD2A Tudor.
structure	JMJD2A Tudor	POLH inh	PI4K2A block	GLS inh	Pin1 inh	HP1b binding inh	G9a block	Tb PGK inh	BAZ2B inh
O=C(NC1(C(F)(F)F)C(=O)Nc2c1c(=O)[nH]c(=O)n2Cc1ccco1)C1CCCCC1 (centres undefined)	79µM*	-16%	-2	-4%	-13%	3%	79µM*	-1%	3%

The main list resumes, starting 2 compounds before the break.
structure	JMJD2A Tudor	POLH inh	PI4K2A block	GLS inh	Pin1 inh	HP1b binding inh	G9a block	Tb PGK inh	BAZ2B inh
Cc1ccc(-n2nc3c(c2NC(=O)/C=C\c2ccc4c(c2)OCO4)CSC3)c(C)c1	-34%	-8%	-8	-7%	23%	16%	-7%	-3%	-12%
COC(=O)c1[nH]c2cc(OC)ccc2c1N	?	-9%	0	80%[activator]	0%	-6%	3.5µM*	-6%	-28%
CC(C)NC(=O)c1ccc2c(c1)N(Cc1ccccc1)C(=O)C(C)(C)O2	-12%	-9%	-3	8%	-2%	44%[activator]	17%[59 µM]	-1%	4%
C[C@@H](O)Cc1cn(CC(=O)NCCCCCCCCCCC(=O)N2CCNCC2)nn1	-18%	-4%	-2	0%	1%	29%	-36%[2.33 µM]	-11%	?
C[C@@H]1CN([C@@H](C)CO)C(=O)CCCn2nncc2CO[C@H]1CN(C)C(=O)C1CC1	.	-10%	1	2%	.	.	.	1%	.
COc1ccc(C(NC(=O)c2ccco2)c2ccc(OC)c(OC)c2)cc1 (centres undefined)	-11%	-13%	-5	11%	0%	4%	4%[12.7 µM]	-8%	3%
CCCCC1CCC(C(=O)Nc2ccc(S(=O)(=O)Nc3nccs3)cc2)CC1 (centres undefined)	-25%	-4%	7	5%	0%	-5%	45µM*	i	-30%
Nc1ccc(-c2c3ccc(=O)cc-3oc3cc(O)ccc23)cc1C(=O)O	?	20µM*	-3	5%	.	?	45µM*	?	?
Cc1ccc(S(=O)(=O)N(CC(=O)NC2CCCC2)c2cccc(C)c2)cc1	-14%	-9%	0	10%	-2%	22%	-4%[59 µM]	-6%	5%
S=c1[nH]nc(-c2ccc3ncccc3c2)n1-c1ccc2c(c1)OCCO2	?	-11%	-6	6.3µM*	-1%	1%	2.2µM*	-1%	-16%
c1ccc(Cn2cnc3ccccc32)cc1	-9%	-3%	0	13%	1%	23%	-4%[59 µM]	.	4%
OCCCc1n[nH]c(=S)n1-c1ccccc1	1%	-3%	3	-1%	2%	40%[activator]	?	-4%	-28%
O=C(NNC(=O)c1cc(Cl)ccc1O)c1cccc(S(=O)(=O)N2CCOCC2)c1	-22%	4%	1	2%	-9%	19%	77%[activator][2.33 µM]	i	-1%
Cc1cccn2c(=O)c3cc(C(=O)NCc4cccnc4)c(=N)n(CCCO)c3nc12	-17%	-14%	-4	-1%	-9%	17%	4%[59 µM]	i	-4%
COc1ccccc1S(=O)(=O)n1cc(Cc2ccccc2)c(N)n1	-7%	-13%	2	9%	-11%	12%	-3%[59 µM]	-6%	4%
CCOC(=O)C1=C(C)N(c2ccc(OC)cc2)C(=O)/C1=C\c1cccs1	-31%	4%	1	-1%	-1%	-3%	-7%[59 µM]	-2%	?
O=C1C2C3C=CC(C3)C2C(=O)N1CCCO (centres undefined)	8%	-9%	-1	-15%	-4%	35%	19%[59 µM]	-12%	-6%
Cc1ccc(-c2c(C)n([O-])c3c([n+]2=O)CCC3)o1	-14%	-1%	-7	9%	1%	18%	-19%	-6%	0%
COc1ccc(CC(C)N2CCN(Cc3ccccc3)CC2)cc1OC (centres undefined)	-14%	-15%	2	3%	0%	24%	-7%[59 µM]	2%	-20%
Cc1ncc(CN2CCN(Cc3ccccc3)C(CCO)C2)s1 (centres undefined)	1%	-19%	3	0%	-8%	34%	-2%	2%	2%
COc1ccccc1C(=O)Nc1ccnn1C1CCN(Cc2ccn[nH]2)CC1	-4%	-2%	2	2%	-7%	31%	.	0%	5%
CCC(=O)N1CCc2cc(Br)cc(S(=O)(=O)NCCc3ccc(C)cc3)c21	-12%	-8%	-2	3%	17%	21%	-3%[59 µM]	-5%	4%
CN(C(=O)c1ccc(Cl)cc1)C1=CCCCC1CCC#N (centres undefined)	-9%	-12%	-9	-3%	-2%	31%	?	-8%	1%
